Bioassay records (PubChem BioAssay)
AddAB inh = growth inhibition of E. coli expressing H. pylori AddAB, primary screen, AddAB inhibitor project, absorbance; actives 0.29% (n = 330,000); inhibition, % at 11.9 µM; in the data active = inhibition above about 12%;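 note: 0% = vehicle wells of infected cells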
Wnt bcat act = Wnt/beta-catenin pathway activators, primary screen, cell-based, plate reader, single point; Wnt/beta-catenin reporter cell assay, activator; activation, % at 9.35 µM; actives 1.2% (n = 300,000); AID 743398, 2014; in the data active = activation above about 30%, passing the limit was not always enough; inconclusive = no clear call, values can overlap the other calls;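 note: 0% = neutral control wells and 100% = positive control wells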
PfHsp90 yeast 2 = growth inhibition of PfHsp90-expressing yeast, primary screen, antimalarial PfHsp90 inhibitor project, S. cerevisiae, BacTiter-Glo luminescence, single point, set 2 | BacTiter-Glo ATP, 48 h; yeast lacking PDR1 and PDR3 efflux regulators | actives 0.32% (n = 310,000) | inhibition, % at 9.4 µM;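 active = every replicate shows inhibition above about 80%, whatever the replicate mean, limit read from the data; inconclusive = mean inhibition reaches the set limit but some replicate falls short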;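 note: 0% = DMSO neutral controls and 100% = 20 µM radicicol positive controls; yeast relying on Plasmodium falciparum Hsp90 in place of its own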
phage Ecoli inh = growth loss of phage-infected E. coli, primary screen, RecBCD inhibitor project, absorbance, with phage, HTS; inhibition, % at 11.9 µM; actives 0.26% (n = 360,000); AID 651602, 2012; in the data active = inhibition above about 11%
DAGLB inhibitor = DAGLB lipase inhibitors, primary screen, biochemical, fluorescence, HTS | Diacylglycerol lipase-beta (Homo sapiens), Q8NCG7 | HEK293T DAGLB membrane lysate, EnzChek fluorogenic substrate | inhibition, % at 5.17 µM | actives 0.059% (n = 340,000); in the data active = inhibition above about 34%;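 note: 0% = enzyme with vehicle and 100% = wells lacking enzyme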
Target sequence (Q8NCG7 whole entry, looked up): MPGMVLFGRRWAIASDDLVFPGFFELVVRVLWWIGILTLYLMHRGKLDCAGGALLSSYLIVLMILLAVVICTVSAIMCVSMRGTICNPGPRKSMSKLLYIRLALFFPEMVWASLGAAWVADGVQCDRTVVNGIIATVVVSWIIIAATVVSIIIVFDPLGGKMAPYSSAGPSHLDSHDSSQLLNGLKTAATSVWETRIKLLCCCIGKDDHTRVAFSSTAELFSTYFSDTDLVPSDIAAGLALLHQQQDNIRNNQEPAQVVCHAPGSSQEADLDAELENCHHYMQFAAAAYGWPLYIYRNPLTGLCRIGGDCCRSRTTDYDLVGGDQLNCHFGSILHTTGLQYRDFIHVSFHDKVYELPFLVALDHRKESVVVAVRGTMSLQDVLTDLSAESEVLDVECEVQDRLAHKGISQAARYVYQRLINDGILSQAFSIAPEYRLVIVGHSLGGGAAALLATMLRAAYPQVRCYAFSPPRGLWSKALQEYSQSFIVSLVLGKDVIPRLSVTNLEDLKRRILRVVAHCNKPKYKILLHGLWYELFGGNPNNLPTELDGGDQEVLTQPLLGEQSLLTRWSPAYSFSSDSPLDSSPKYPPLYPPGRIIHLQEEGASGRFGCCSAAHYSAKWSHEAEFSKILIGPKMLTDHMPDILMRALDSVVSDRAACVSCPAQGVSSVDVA
CAL PDZ FP = CAL PDZ peptide-binding inhibitors, primary screen, biochemical, fluorescence polarization, Cer-tagged CAL PDZ, HTS; inhibition, % at 20 µM; AID 504414, 2011; purified CAL PDZ, TMR-peptide fluorescence polarization, 1 h; actives 0.02% (n = 330,000); Golgi-associated PDZ and coiled-coil motif-containing protein (Homo sapiens), Q9HD26;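 active = highest replicate inhibition of at least 40%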;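 note: plate controls were DMSO neutral control wells for no effect and unlabeled competitor peptide control wells for full effect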
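Material: tagged CAL PDZ protein CerCALP, purified; buffer or medium: sodium phosphate/NaCl buffer pH 7.4 with TCEP, IgG, Thesit; also added: fluorescent TMR peptide probe; schedule: 1 h incubation at room temperature before polarization reading; technique: fluorescence polarization from S- and P-plane intensities, G-factor corrected; control set: unlabelled peptide and DMSO controls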
Tat export inh = E. coli Tat export inhibitors, primary screen, MC4100, TorA-mCherry reporter, fluorescence, single point; actives 0.036% (n = 340,000); inhibition, % at 10 µM; AID 488895, 2010;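 active = mean replicate inhibition at least 50% and at least half of replicates individually reaching 50%; inconclusive = only one of the two criteria met; inactive = neither criterion met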;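 note: exported cargo escapes ClpAP degradation while cytoplasmic cargo is degraded and loses fluorescence; 0% = median of neutral control wells and 100% = median of NaSCN control wells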
Rtt109 Vps75 = inhibitors of C. albicans Rtt109/Vps75 HAT, primary screen, biochemical, ThioGlo CoA-SH fluorescence, plate reader; actives 0.16% (n = 330,000); AID 540336, 2011; Histone acetyltransferase RTT109 (Candida albicans (strain SC5314 / ATCC MYA-2876)), …; purified Rtt109/Vps75, 4 h; inhibition, % at 34.9 µM;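 active = inhibition of at least 50% in every replicate; inconclusive = best replicate reaches 50% inhibition but some replicates fall short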
Target sequence (Q5AAJ8 whole entry, looked up): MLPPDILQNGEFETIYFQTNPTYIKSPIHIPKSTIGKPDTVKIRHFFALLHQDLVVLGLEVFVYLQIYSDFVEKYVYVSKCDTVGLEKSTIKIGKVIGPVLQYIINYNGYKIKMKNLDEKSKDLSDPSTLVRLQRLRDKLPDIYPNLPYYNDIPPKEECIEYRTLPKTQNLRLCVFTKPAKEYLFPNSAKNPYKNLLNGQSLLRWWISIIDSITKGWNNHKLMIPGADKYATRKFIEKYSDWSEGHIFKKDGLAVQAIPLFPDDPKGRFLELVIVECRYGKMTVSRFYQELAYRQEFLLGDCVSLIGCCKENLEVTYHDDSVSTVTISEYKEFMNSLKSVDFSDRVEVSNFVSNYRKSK
PvdQ inh = P. aeruginosa PvdQ acylase inhibitors, primary screen, biochemical, fluorescence, plate reader and imaging, single point | purified PvdQ acylase | actives 0.063% (n = 340,000) | inhibition, % at 10 µM; in the data active = inhibition above about 30%, passing the limit was not always enough; inconclusive = no clear call, values can overlap the other calls;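 note: 0% = vehicle neutral wells and 100% = reference inhibitor wells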
E coli growth = E. coli V3065 growth inhibition, primary screen, counter-screen for AddAB inhibitor project, absorbance, OD600. 18 h. inhibition, % at 11.9 µM. actives 0.27% (n = 330,000). AID 449728, 2010;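 active = inhibition above the campaign's mean inhibition across all tested compounds plus 3 SD, cut at about 9.9% in these data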;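 note: uninfected addAB+ strain grown without phage in ampicillin broth; 0% = DMSO wells and 100% = ciprofloxacin 0.95 µg/ml wells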
Starred values were filed as active, the others as inactive; ? = inconclusive; nt = no result given. Not a hit list. Share with any hit: about 1.9%.

Every second line gives: AddAB inh, Wnt bcat act, PfHsp90 yeast 2, phage Ecoli inh, DAGLB inhibitor, CAL PDZ FP, Tat export inh, Rtt109 Vps75, PvdQ inh, E coli growth
1. O=C(Nc1ccc(F)cc1F)C1CCN(S(=O)(=O)c2cccnc2)CC1
 : -0.1, -1, 24, 0.2, 3, 0.6, 2, 0, -1, -0.8
2. CCNC(=S)NNc1nc(N2CCCCC2)nc(N2CCOCC2)n1
 : -0.8, -1, 6, 3.5, -2, -0.1, 12, 3, -8, -4.6
3. COc1ccc(S(=O)(=O)N2CCCCC2)cc1NC(=O)Cc1cccs1
 : 0.8, 2, 9, -1.4, -4, 0.3, 6, 24, 6, -0.3
4. CCOC(=O)C(NC(=O)c1ccc(Cl)cc1Cl)(Nc1ccc(C)cc1)C(F)(F)F (stereo unspecified)
 : 2.3, nt, nt, 1.7, -5, nt, 7, -3, 4, -1.1
5. CC(C)NC(=O)CSc1c2c(nc3ccccc13)CCCC2
 : 0.2, -2, -7, 3.9, -2, -2.3, -3, 0, 3, 1.5
6. O=C(c1ccccc1)N1CCC(O)(c2cccnc2)CC1
 : -0.6, -5, 14, 1.3, -1, -0.5, -2, -5, 7, 0.0
7. N#C/C(=C\c1ccc(N2CCCC2)c([N+](=O)[O-])c1)c1nc2ccccc2[nH]1
 : 1.2, -2, 7, 3.6, 3, 0.6, 1, 7, 8, -1.1
8. COc1ccc(OC(=O)c2cc(S(=O)(=O)N3CCCC3)ccc2Cl)cc1
 : 3.7, 0, -12, 2.8, -2, -0.2, 5, -6, 19, -1.5
9. CCCCN(CCCC)CCCNC(=O)C1CC(c2ccc(C(F)(F)F)cc2)=NO1 (stereo unspecified)
 : 1.1, -2, -14, -0.6, 1, 0.9, 5, -5, -1, -0.3
10. Cc1[nH]c2ccccc2c1NC(=O)CN1CCN(c2cccc(C(F)(F)F)c2)CC1
 : 1.9, nt, 9, 1.3, 3, -1.2, 7, 3, -1, -0.3
11. CC(C)CC(NC(=O)CC12CC3CC(CC(C3)C1)C2)C(=O)NC1=NCCS1 (stereo unspecified)
 : 3.3, -1, -19, 4.3, -2, -2.5, 0, 18, -5, 3.0
12. COc1ccc(C(=O)NCC(=O)N/N=C(C)\C=C\c2ccccc2)cc1OC
 : 0.7, -1, -10, 3.9, 0, -1.0, -4, 0, -10, 0.7
13. Cc1ccc(C(=O)NCCCNC(=O)Cc2ccc(Cl)cc2)cn1
 : -0.9, -4, -12, 4.6, 0, -1.5, -2, 0, -5, 1.4
14. Cc1ccccc1CN(C)CC(=O)Nc1c(C)cccc1C(C)C
 : 1.6, 0, -17, 4.4, -5, -0.8, 12, 11, -8, 3.9
15. COCC(=O)Nc1ccc(N2CCOCC2)c(S(=O)(=O)Nc2ccc(OC)cc2)c1
 : 2.7, -5, 7, 1.7, 1, -1.3, -2, 2, -14, 0.2
16. CC[n+]1c(P(=O)([O-])c2ccccc2)[nH]c2ccccc21
 : 2.5, nt, -5, 2.8, 0, -0.3, -5, -24, -13, 0.3
17. CSCC[C@@H](C(=O)NCc1cccs1)N1Cc2ccccc2C1=O
 : 3.4, -9, -18, 3.0, 1, -0.9, -6, -2, 7, -2.5
18. O=C(O)c1ccc2[nH]c3c(c2c1)CCCC3
 : nt, -1, -3, 3.2, 0, 0.0, 1, 5, -2, nt
19. O=C(NNC(=O)c1cc2cc3ccccc3nc2s1)c1cccc(C(F)(F)F)c1
 : 4.0, nt, -8, 3.1, -2, 1.1, 6, 0, -9, 0.5
20. CCN1CCN(c2nnc(-c3ccccc3)c3ccccc23)CC1
 : 0.3, 0, -15, 0.6, -1, -0.1, -2, 0, -18, 0.1
21. COc1ccccc1NC(=O)C1CCN(C(=O)c2ccco2)CC1
 : 2.0, -1, -5, -3.3, -1, -1.6, -12, -9, -9, 0.6
22. CC(C)(C)n1nc2c(c1NC(=O)Cc1cccc3ccccc13)CS(=O)C2 (stereo unspecified)
 : -2.0, -1, -19, 3.4, -1, -1.0, -2, -2, -15, -2.1
23. O=c1[nH]c(-c2ccccc2Cl)nc2c1sc(=S)n2-c1ccccc1
 : nt, -2, -2, 5.5, 13, -2.6, -8, 0, -14, nt
24. Cc1ccc(N2CCN(S(=O)(=O)c3ccc4c(c3)oc(=O)n4C)CC2C)cc1 (stereo unspecified)
 : 2.4, -1, 9, 0.8, 0, -1.5, -1, 6, -15, -0.2
25. O=C(NCC(=O)N1CCN(c2ccccc2F)CC1)c1ccc(Br)o1
 : 0.2, 3, 17, 3.2, 1, -3.0, 7, 11, -11, -0.3
26. O=C(NNc1ccc([N+](=O)[O-])cc1)C1CC1c1ccccc1 (stereo unspecified)
 : 2.4, nt, 8, -0.1, -5, -2.3, -6, 20, -2, -0.4
27. Cc1cc(C#N)c(C)n1-c1cc(C(F)(F)F)ccc1N1CCOCC1
 : -2.6, -3, 1, -0.6, -2, -1.2, -9, -2, -4, 0.4
28. COc1ccc(CC(=O)NNC(=O)COc2ccc(Br)cc2C)cc1OC
 : -0.5, nt, 2, 4.8, 1, -1.4, -3, 1, -2, -0.8
29. Cc1nn(-c2ccccc2)c(Oc2ccccc2)c1C=O
 : -0.5, -5, -8, 5.5, -3, -1.5, -4, -8, -13, -2.3
30. Cc1cc(-c2nnc(SCC(=O)Nc3c(C)cccc3C)n2N)n[nH]1
 : 2.4, 1, -2, 0.7, 3, -0.7, -1, 1, -18, -2.6
31. CS/C(N)=N/S(=O)(=O)c1ccc(NC(C)=O)cc1
 : 0.7, -1, 2, 1.1, -4, -2.3, 4, 2, -12, 0.5
32. O=C(NNC(=O)c1ccc(Br)s1)c1csc(N2CCOCC2)n1
 : -1.1, -2, 2, -0.4, 1, -1.5, -8, 1, -13, -2.6
33. O=C(CN1CCN(c2ccccc2F)CC1)Nc1nnc(C(F)(F)F)s1
 : -0.7, 3, 12, 2.8, 2, -0.9, -6, -2, -5, -2.4
34. CCOC(=O)N/N=C/c1ccc(F)cc1
 : 1.9, -1, 11, 2.9, 1, -0.4, -1, 5, -17, -1.1
35. Cc1ccc(CSCCNC(=O)CN2C(=O)c3ccccc3S2(=O)=O)cc1
 : 2.9, -1, nt, 1.7, 3, 0.2, -3, 1, -1, -2.2
36. C=CCC(=O)NC1CC(C)(C)Cc2c1cnn2-c1ccccc1C (stereo unspecified)
 : 4.3, -1, 5, -0.7, -4, -1.2, 1, -1, -19, 0.5
37. COc1ccccc1C(=O)N/C(=C/c1ccc(Br)cc1)C(=O)NCCCn1ccnc1
 : 2.5, -3, 33, 2.7, 0, -2.8, -10, 7, 2, 1.4
38. CCOC(=O)c1c(C)[nH]c(N=Nc2cccc(C)c2)c1C
 : 1.0, nt, -14, -0.1, 3, -3.1, 3, -2, -3, 2.5
39. CCCCn1c(N)c(N(CCOC)C(=O)c2cccc(-n3cnnn3)c2)c(=O)[nH]c1=O
 : 0.7, -2, -20, -1.9, 1, -3.1, 20, -5, -4, 3.2
40. COc1ccc(-c2nc(CS(=O)CC(=O)NC3CCCC(C)C3C)c(C)o2)cc1OC (stereo unspecified)
 : -2.0, -1, 2, 1.8, 0, -0.3, 4, 7, -4, -0.6
41. COC(=O)CN1C(=O)C2(C(C#N)=C(N)Oc3cc(C)oc(=O)c32)c2ccccc21 (stereo unspecified)
 : -0.2, 2, 2, 3.8, -2, -0.4, 7, 1, 7, -0.8
42. CCOc1ccc(C(=O)Nc2cc(-c3nc4ccccc4[nH]3)ccc2C)cc1[N+](=O)[O-]
 : 3.1, nt, 35, 1.1, -6, -2.5, -15, -11, 2, 1.9
43. O=[N+]([O-])c1ccc2nc(SCc3cn4ccccc4n3)[nH]c2c1
 : 1.7, 0, -3, 4.9, -2, -0.3, -11, -7, -1, -0.5
44. O=C(CCN1CCc2ccccc2C(c2ccccc2)C1)c1ccc2c(c1)OCCO2 (stereo unspecified)
 : 0.7, nt, 138*, 3.0, -3, 0.2, -35, 14, -12, -3.5
45. CC(C)c1cc(C(=O)Nc2cc(Cl)ccc2O)no1
 : 3.8, nt, 2, 6.8, -11, nt, 2, -6, 6, 4.3
46. COc1ccc(Cl)cc1C(=O)Nc1cc(=O)n(C)c(=O)n1C
 : -3.3, -1, 16, 4.3, -1, -0.8, 4, -5, -11, -2.6
47. CCn1c(CN2CCN(C(c3ccccc3)c3ccccc3)CC2)nc2c1c(=O)n(C)c(=O)n2C
 : 0.6, nt, 3, nt, -3, -0.8, 7, -7, 8, 1.6
48. COc1cccc(C=CC(=O)C=CC=Cc2ccccc2)c1
 : nt, 6, 16, 1.5, 4, 0.5, -9, -5, 0, nt
49. COc1nc(NC2CCCCC2)nc(N2CCCCCC2)n1
 : 1.3, -6, -13, -0.2, -7, -1.9, 7, 14, -6, -1.4
50. Cc1ccc2nc(NS(=O)(=O)c3cn(C)nc3C)sc2c1
 : 2.1, 4, 4, 0.2, -1, -0.6, 1, 5, 6, -0.8
51. Cc1cc(=O)n(C)c(=O)n1CCCCCCOc1cccc([N+](=O)[O-])c1
 : -2.0, 0, -42, 2.4, 2, -2.1, 11, -1, -14, -1.4
52. O=c1c2ccccc2nc(COc2ccccc2)n1/N=C/c1ccco1
 : 4.0, 1, -2, 2.4, 2, -1.1, -8, -5, 11, 1.5
53. O=C(Cc1ccccc1)NC(NCCc1ccccc1)C(Cl)(Cl)Cl (stereo unspecified)
 : 0.0, nt, 9, 1.4, 3, -1.6, 1, -4, -10, 1.4
54. Cc1ccc(OCC(=O)N/N=C2/SCC(=O)N2Cc2ccccc2)cc1
 : 5.3, -1, 2, 1.6, 2, -2.1, -9, -5, -3, -0.2
55. O=C(CSc1nc(O)c(Cc2ccccc2F)c(=O)[nH]1)N1CCCCCC1
 : -0.1, 1, 9, 1.7, -4, -1.2, ?, -18, 2, 2.2
